Assay outcomes from PubChem.
NR3A LBD binder: NR3A (human) ligand-binding domain modulation | NR3A LBD differential scanning fluorimetry, Tm shift; 0% = protein alone, 100% = glycine-bound protein | Tm shift relative to glycine control, % at 25 µM | actives 2.5% (n = 340,000);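 active = melting temperature shift of at least 10% of the positive control shift, at one fixed dose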
APOBEC3A inh: human APOBEC3A DNA deaminase inhibition | P31941 | actives 0.41% (n = 330,000) | AID 493011 | inhibition, % at 20 µM | recombinant A3A, FAM/TAMRA ssDNA deamination fluorescence;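 active = at least 40% inhibition at 20 µM here, with at most 30% in a related deaminase screen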;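 also: plate controls were A3A with DMSO for no effect and wells lacking A3A enzyme for full effect; some results filed as inactive read as strong as hits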
Target sequence (P31941 whole entry, looked up): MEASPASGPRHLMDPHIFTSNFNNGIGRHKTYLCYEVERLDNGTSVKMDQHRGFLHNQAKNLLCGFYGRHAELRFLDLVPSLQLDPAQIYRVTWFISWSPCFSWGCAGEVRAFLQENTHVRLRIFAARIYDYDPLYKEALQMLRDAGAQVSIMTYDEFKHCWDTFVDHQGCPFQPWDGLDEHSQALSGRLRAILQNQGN
APOBEC3G inh: blocks human APOBEC3G single-stranded DNA deamination; actives 0.28% (n = 330,000); recombinant A3G, ssDNA deamination FAM/TAMRA fluorescence; inhibition, % at 20 µM;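 active = inhibition of at least 40% at 20 µM, with no more than 30% in the related APOBEC3A deaminase screen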;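 also: plate controls were DMSO wells with A3G for no effect and wells lacking A3G enzyme for full effect; some compounds called inactive have numbers as strong as hits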
EBI2 antag: blocks human EBI2 receptor beta-arrestin signaling | actives 0.81% (n = 360,000) | AID 651636 | EBI2 beta-arrestin recruitment, luminescence, 7a,25-OHC stimulated | inhibition, % at 5 µM; in the data active = inhibition above about 38%;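 also: enzyme fragment complementation signal reports receptor beta-arrestin coupling in cells; 0% = agonist plus DMSO wells and 100% = wells without agonist; some results beyond the cut were filed as inactive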
MPTP inh: permeability transition pore inhibition; isolated mouse mitochondria, Ca2+ swelling absorbance, 30 min; AID 602449; inhibition, % at 10 µM; actives 1.4% (n = 360,000);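 active = inhibition of 50% or more, scaled per plate between neutral and stimulator controls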;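 also: 0% = DMSO wells given calcium and 100% = 1 mM EGTA wells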
CCR6 antagonist: blocks CCL20-driven beta-arrestin recruitment at human CCR6 | P51684 | CHO-K1 CCR6 PathHunter beta-arrestin, luminescence, CCL20-stimulated | inhibition, % at 20 µM | actives 0.49% (n = 340,000) | AID 493098;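 active = compounds whose inhibition of the agonist-driven luminescence signal at 20 µM reaches about 50%, limit read from the data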;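 also: cells stimulated with CCL20 at 14 nM final; plate controls were DMSO with CCL20 for no effect and DMSO without agonist for full effect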
Target sequence (P51684 whole entry, looked up): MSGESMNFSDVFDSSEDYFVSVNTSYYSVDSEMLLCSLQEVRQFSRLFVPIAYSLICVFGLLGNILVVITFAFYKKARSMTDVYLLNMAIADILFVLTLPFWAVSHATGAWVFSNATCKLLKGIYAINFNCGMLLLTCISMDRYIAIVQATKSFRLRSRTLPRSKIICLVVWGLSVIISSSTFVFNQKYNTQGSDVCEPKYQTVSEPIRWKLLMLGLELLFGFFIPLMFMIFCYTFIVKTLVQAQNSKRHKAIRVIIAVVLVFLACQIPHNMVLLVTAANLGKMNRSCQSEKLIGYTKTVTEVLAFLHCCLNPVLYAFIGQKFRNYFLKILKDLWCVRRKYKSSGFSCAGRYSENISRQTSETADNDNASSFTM
Gli-Sufu antag: blocks Gli-Sufu signaling in a luciferase reporter. Sufu-KO-LIGHT fibroblasts, Gli luciferase reporter luminescence. inhibition, % at 5 µM. actives 0.74% (n = 340,000). AID 588413;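 active = inhibition above about 55%, limit read from the data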;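 also: 0% = DMSO-treated cells and 100% = wells with medium but no cells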
CXCR6 block: blocks human CXCR6 beta-arrestin recruitment | O00574 | CHO-K1 PathHunter CXCR6 beta-arrestin, luminescence | inhibition, % at 20 µM | actives 0.36% (n = 360,000); in the data active = inhibition above about 34%, passing the limit was not always enough;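 also: antagonist mode with CXCL16 agonist at 10 nM final; 0% = 10 nM CXCL16 with DMSO and 100% = unstimulated wells without agonist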
Target sequence (O00574 whole entry, looked up): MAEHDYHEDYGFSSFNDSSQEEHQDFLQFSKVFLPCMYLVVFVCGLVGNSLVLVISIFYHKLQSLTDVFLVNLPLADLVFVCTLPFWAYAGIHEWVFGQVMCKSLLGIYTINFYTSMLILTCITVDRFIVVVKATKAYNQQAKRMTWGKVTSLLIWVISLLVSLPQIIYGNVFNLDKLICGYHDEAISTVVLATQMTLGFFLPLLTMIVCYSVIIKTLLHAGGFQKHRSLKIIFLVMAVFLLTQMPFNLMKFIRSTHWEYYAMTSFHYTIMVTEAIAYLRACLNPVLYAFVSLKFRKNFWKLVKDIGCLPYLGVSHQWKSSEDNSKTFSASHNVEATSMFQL
Active calls of the source: *; · = not tested or not shown. Compounds were not picked by outcome. Share with any hit: about 5.8%.

SMILES | NR3A LBD binder | APOBEC3A inh | APOBEC3G inh | EBI2 antag | MPTP inh | CCR6 antagonist | Gli-Sufu antag | CXCR6 block
CC(=O)N1c2ccccc2NC2=C(C(=O)CCC2)C1c1cccnc1 (centres undefined) | -5.6 | -0.5 | 0.0 | -0.5 | -0.1 | -4.4 | -4.6 | -5.4
CN(C(=O)Cn1nc(Cl)ccc1=O)C1CCCN(Cc2ccccc2F)C1 (centres undefined) | -2.3 | 5.0 | 1.1 | -10.6 | -0.6 | 8.7 | 3.0 | -7.7
c1ccc(N2CCN(c3ncnc4sc5c(c34)CCC5)CC2)cc1 | -1.5 | -2.3 | -1.4 | 2.4 | -0.4 | -3.2 | 7.3 | -7.8
CCC(C)(C)C1CCC(=NNC(=S)Nc2ccccc2)CC1 (centres undefined) | -1.6 | 1.7 | -4.2 | 11.2 | -0.3 | 31.4 | 4.4 | 6.8
COc1cccc(CN(C)C(=O)c2ccc(NS(=O)(=O)c3ccc(F)cc3)cc2)c1OC | -0.7 | 5.3 | 12.9 | -1.7 | -1.1 | 19.3 | 0.0 | 3.3
NC(=O)/C(=C\c1cccnc1)NC(=O)c1ccccc1 | -0.9 | 1.3 | -3.0 | -10.8 | 2.2 | 6.2 | -1.3 | -2.9
c1ccc(Cn2cc(CN3CCCO3)c(-c3ccc4c(c3)OCO4)n2)cc1 | 0.0 | 0.5 | -2.5 | -4.0 | 2.0 | 7.0 | -1.4 | -4.7
COc1ccc(C(=O)N/C(=C\c2cn(S(=O)(=O)N(C)C)c3ccccc23)C(=O)NCCN2CCOCC2)cc1OC | -2.1 | -7.6 | -6.2 | 0.0 | 0.5 | 7.4 | 2.6 | 3.9
Cn1c(=O)c(=O)n(C)c2cc(S(=O)(=O)N3CCC(N4CCCCC4)CC3)ccc21 | -0.3 | -3.9 | -1.7 | -7.7 | -0.1 | -16.3 | 8.9 | -2.2
CCCN(CC(=O)Nc1cc(Cl)ccc1Cl)C(=O)/C=C/c1cc(OC)ccc1OC | -2.9 | -0.7 | -1.2 | 18.8 | -0.2 | 11.7 | 6.5 | 8.3
COc1ccc(/C=C/C(=O)NNC(=O)c2ccncc2)c(OC)c1 | -0.3 | 1.4 | 2.3 | -1.6 | -1.1 | 5.9 | 1.9 | -0.2
CC1(C)CCC(=O)N2CC[C@H]3C[C@H](OC(=O)Nc4ccccc4)C[C@@H]1[C@H]32 | -4.3 | -3.5 | -8.0 | 2.3 | 1.8 | -1.6 | -44.4 | 1.5
Cc1nnc(SCCN2CCOCC2)n1-c1cccc(Cl)c1 | -2.2 | 1.0 | 1.4 | -8.0 | 0.3 | -1.3 | 1.0 | 6.0
O=C(NCc1ccccc1)c1cc(-c2cccc(O)c2)on1 | -6.5 | 1.7 | -0.4 | 14.5 | 112.6* | 5.2 | 1.7 | -1.7
O=C1NC(=O)C(CC(=O)N(Cc2cccs2)C2(C(=O)NC3CCCC3)CCCCC2)N1 (centres undefined) | -9.3 | -2.5 | -9.9 | -6.5 | 1.4 | -8.0 | -5.3 | 0.3

Single entries from above.
COc1ccc(/C=C/C(=O)NNC(=O)c2ccncc2)c(OC)c1 in MPTP inh is entered as -1.1
Cn1c(=O)c(=O)n(C)c2cc(S(=O)(=O)N3CCC(N4CCCCC4)CC3)ccc21 in MPTP inh is entered as -0.1
O=C1NC(=O)C(CC(=O)N(Cc2cccs2)C2(C(=O)NC3CCCC3)CCCCC2)N1 (centres undefined) in CXCR6 block is entered as 0.3

The list continues:
SMILES | NR3A LBD binder | APOBEC3A inh | APOBEC3G inh | EBI2 antag | MPTP inh | CCR6 antagonist | Gli-Sufu antag | CXCR6 block
CCOC(=O)C1=C(COC(=O)c2ccc([N+](=O)[O-])s2)NC(=O)NC1C (centres undefined) | 0.3 | -4.2 | -7.1 | -51.1 | -1.3 | -1.1 | 2.1 | -10.6
Cc1ccc(/C=C/C(=O)N2CCCC(C(N)=O)C2)o1 (centres undefined) | -0.4 | 0.2 | -4.9 | -7.5 | -1.4 | 2.3 | 8.6 | -8.2
COc1ccc(C(CNC(=O)Cc2cc(OC)c(OC)c(OC)c2)N2CCCC2)cc1 (centres undefined) | -0.8 | 4.4 | -0.9 | 3.2 | -1.3 | 8.0 | 5.2 | -4.0
COc1ccccc1C1CCN(C(=O)c2cccc([N+](=O)[O-])c2)CC1 | -1.1 | 0.5 | -4.6 | 18.1 | 2.1 | 3.6 | 12.6 | 3.8
Cc1ccc(-n2nc(C)c(C(=O)O)n2)c(C)c1 | -1.1 | -1.0 | -7.4 | -12.9 | -0.7 | -3.6 | -0.3 | -8.4
CCN(CC)C(=O)c1cn(CCC#N)nc1-c1ccc2ccccc2c1 | -0.4 | -5.3 | -7.2 | -8.2 | -0.7 | 8.8 | -35.0 | -3.4
CCC1(CC)NC(=O)N(CC(=O)OCC(=O)NC(=O)c2ccc(Cl)cc2)C1=O | -1.7 | 3.7 | -8.3 | 1.0 | 1.9 | 16.9 | 24.8 | -3.0
C/C(=N\NC(=O)c1sccc1C)c1cccnc1 | 0.9 | -4.2 | -9.4 | -9.5 | 1.5 | -12.5 | -23.9 | 3.2
c1ccc(OCc2nn3c(-c4n[nH]c5c4CCC5)nnc3s2)cc1 | 0.3 | 3.5 | -2.6 | 1.1 | 0.2 | 16.7 | 11.0 | -0.5
Cc1c(NC(=O)C(C)OC(=O)/C=C/c2ccc3c(c2)OCO3)c(=O)n(-c2ccccc2)n1C (centres undefined) | -0.3 | 4.1 | -3.7 | 3.0 | 0.0 | 4.5 | -15.6 | -5.9
O=S(=O)(NCCOc1ccccc1Cl)c1ccc2oc3ccccc3c2c1 | 2.1 | 11.5 | 4.0 | -10.1 | 2.6 | 15.9 | 2.3 | -4.1
O=C(CSC1=Nc2ccccc2C2=NC(CC(=O)NCc3ccco3)C(=O)N12)NCC1CCCO1 (centres undefined) | 4.4 | 0.9 | -1.1 | 9.8 | 0.0 | -8.7 | 2.5 | 5.4
COc1ccc(CC(=O)NCC2CCCN(Cc3cccc(C(F)(F)F)c3)C2)cc1 (centres undefined) | -0.5 | 23.4 | 8.9 | 9.6 | 0.5 | 14.2 | 3.2 | 8.0
COCCNC(=O)c1cnn2c(C(F)(F)F)cc(-c3ccc(C)cc3)nc12 | -0.3 | 0.1 | -3.6 | -1.8 | 1.0 | 6.0 | 13.6 | 6.7
Cc1ccc(C2=NN(C(=O)CCCC(=O)O)C(c3ccc4c(c3)OCO4)C2)cc1 (centres undefined) | 0.9 | -4.7 | -5.9 | -8.5 | 0.8 | 7.4 | -1.6 | 7.2
CCOC(=O)/C(C#N)=C/c1ccc(N2CCN(C)CC2)cc1 | 2.8 | 4.4 | 0.9 | -15.8 | 8.3 | 2.1 | -0.9 | 3.4
COc1cc(C)c(S(=O)(=O)NOCc2ccc([N+](=O)[O-])cc2)c(C)c1C | 1.4 | 2.9 | -0.3 | 7.1 | 2.0 | 18.2 | -13.0 | 8.2
O=C(COc1ccc2ccccc2c1)NNC(=O)Nc1ccc(F)cc1F | 0.5 | 0.4 | -3.1 | 6.5 | 1.5 | 10.0 | -9.5 | -7.0
O=C1C2C3C=CC(C3)C2C(=O)N1c1ccncc1 (centres undefined) | 0.7 | 82.7* | -6.1 | 1.4 | -0.8 | -0.8 | -0.6 | 9.7
Cn1c(=O)oc2cc(S(=O)(=O)N3CCC(C(=O)N4CC=C(c5ccccc5)CC4)CC3)ccc21 | 0.4 | · | · | 9.0 | 0.3 | 0.1 | 5.8 | 8.6
Cc1cccc(C(=O)Nc2ccc(C(=O)N/N=C/c3ccc4c(c3)OCO4)cc2)c1 | 24.3* | -1.9 | -4.1 | 15.2 | 0.7 | 12.5 | 8.6 | 3.6
O=C(C1CCN(C2CCN(Cc3ccc4c(c3)CCO4)CC2)CC1)N1CCCC1 | 0.7 | 4.3 | 2.3 | -4.0 | 1.5 | 2.9 | 30.3 | 6.0
CCC1(c2ccccc2)NC(=O)N(CC(=O)Nc2ccc(N3CCCC3)cc2C)C1=O (centres undefined) | 0.2 | -1.5 | -6.3 | -0.7 | 0.4 | 1.8 | -8.6 | -6.7
COc1ccc(NC(=O)CCNS(=O)(=O)c2ccc(C)c(C)c2)cc1OC | 2.2 | -2.7 | -2.7 | 6.8 | -0.9 | 24.1 | 14.4 | 3.3
CCOC(=O)N/N=C\c1ccc(OC(=O)c2ccco2)cc1 | -0.5 | -2.4 | -7.1 | -25.9 | 0.4 | -4.6 | 1.2 | 2.1
c1ccc2c(c1)ccc1nnc(SCc3ccc4c(c3)OCO4)n12 | 1.3 | 2.8 | 3.4 | -1.7 | -0.3 | 11.4 | -17.9 | 4.3
O=C(Cc1cccs1)NC1(C(=O)NC2CCCC2)CCCCC1 | -11.6 | -0.7 | -4.1 | -5.9 | 1.3 | 7.6 | 4.8 | -1.0
Cc1cccc(NC(=O)CN2CCN(CC(=O)Nc3cccc(C)c3)CC2)c1 | 1.5 | 1.1 | -0.1 | 3.4 | -0.1 | -3.3 | -3.3 | -0.4
O=C(O)COc1ccc(/C=C2\SC(=Nc3ccccc3)N(c3ccccc3)C2=O)cc1 | -1.7 | -0.9 | -2.1 | -0.9 | 5.0 | 13.0 | -1.7 | 0.8
CCOc1cccc(-c2nn3c(-c4ccccn4)nnc3s2)c1 | -5.7 | -1.4 | -1.4 | -24.2 | 0.3 | 6.0 | -10.4 | 4.7
Cc1ccc2c(n1)CC(C)(C)C/C2=N\O | 0.5 | 4.3 | 5.2 | 1.8 | -0.2 | -6.6 | -6.8 | 3.0
COc1ccc(NC(=O)NNC(=O)c2cc3ccccc3cc2O)cc1 | -2.0 | -2.6 | -4.0 | -0.7 | -0.3 | 7.6 | 3.0 | -11.5
C[C@H]1O[C@H](O[C@H]2[C@H](O[C@@H]3CC[C@@]4(C)C(CC[C@]5(C)C4CC=C4[C@@H]6CC(C)(C)CC[C@]6(C(=O)O[C@@H]6O[C@H](CO)[C@@H](O)[C@H](O)[C@H]6O)CC[C@]45C)C3(C)C)O[C@H](C(=O)O)[C@@H](O)[C@@H]2O)[C@@H](O)[C@@H](O)[C@@H]1O (some centres undefined) | -4.4 | 4.3 | -4.5 | -4.6 | -0.9 | -1.4 | 2.4 | -6.9
COc1ccc(C(=O)Nc2cc(OC)c(Cl)cc2OC)cc1 | 0.7 | -1.3 | -6.3 | 16.0 | 0.7 | 15.9 | -11.3 | -2.6
CCC(C)NC(=O)c1ccccc1SC (centres undefined) | -0.2 | 1.0 | -7.9 | -4.0 | 1.3 | -2.5 | -13.0 | 4.8
CCc1ccc2c(COC(=O)C3CC(=O)N(CCc4ccccc4)C3)cc(=O)oc2c1 (centres undefined) | 0.2 | -1.0 | -5.9 | -1.9 | -0.5 | 1.3 | -4.9 | -8.4
CCCCN1C(=N)N([C@@H](C)CN2CCC[C@H]2CN2C(N)=NC[C@H]2CC(C)C)C[C@H]1Cc1ccccc1 | -0.8 | 0.5 | 0.6 | -3.2 | 67.1* | 10.4 | -0.1 | -3.1
Cc1cc(C)c2c3c(sc2n1)C(=O)N(c1ccccc1C)CC(=O)N3 | 2.9 | -1.3 | -2.6 | 1.2 | 2.1 | -1.6 | 3.3 | -4.6
Nc1ccc2c(c1)sc1ccccc12 | -6.3 | -0.7 | -1.5 | -6.9 | 0.0 | -4.8 | -45.0 | -8.8
Cc1ccc(S(=O)(=O)NC(C)C(=O)NC(C)c2cccs2)cc1 (centres undefined) | -2.4 | 5.2 | -7.4 | 5.7 | -0.1 | 6.0 | 9.0 | -5.9

Retrieved one by one from above:
SMILES | NR3A LBD binder | APOBEC3A inh | APOBEC3G inh | EBI2 antag | MPTP inh | CCR6 antagonist | Gli-Sufu antag | CXCR6 block
COc1ccc(C(=O)Nc2cc(OC)c(Cl)cc2OC)cc1 | 0.7 | -1.3 | -6.3 | 16.0 | 0.7 | 15.9 | -11.3 | -2.6
Cc1cc(C)c2c3c(sc2n1)C(=O)N(c1ccccc1C)CC(=O)N3 | 2.9 | -1.3 | -2.6 | 1.2 | 2.1 | -1.6 | 3.3 | -4.6
Cc1ccc2c(n1)CC(C)(C)C/C2=N\O | 0.5 | 4.3 | 5.2 | 1.8 | -0.2 | -6.6 | -6.8 | 3.0
